Integrin act MD = activators of alpha7 integrin expression for muscular dystrophy | alpha7betagal myoblasts, beta-gal FDG fluorescence, 48 h | Potency, µM (series often up to 38.3 µM), for the others: at the top dose activation, most hits filed as activators | 350,000 tested, 0.064% active | AID 624291;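 note: potency is the fitted concentration of half-maximal effect; 100% = response of the positive control SU9516; nearly all actives have a fitted effect of over 60% in size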
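alpha7betagal+/- myoblasts (passage 13, 250/well) treated 48 h at 37C with compounds at 1:260 dilution of DMSO stock. Lysed, then beta-galactosidase activity read as FDG fluorescence (ex 480/em 540) after 30 min, with pre-read for autofluorescence.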
CXXC DNA block = MLL CXXC-DNA interaction inhibition | Q03164 | MLL-CXXC / FITC-HOXA9 DNA fluorescence polarization | Potency, µM (doses to about 115 µM), for the others: at the highest dose activity change, negative = inhibition, most hits filed as inhibitors | 290,000 tested, 0.037% active | AID 2662; active = well fitted inhibition curve with a large enough effect in the polarisation, with a control signal flat, not every such curve was filed as active; inconclusive = small, poorly fitted or top-dose-only effect, or effect the other way, or a change in a side signal; inactive = no such curve, though single readings can be large or run the other way; the % refers to the polarisation; note: potency is the fitted concentration of half-maximal effect
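Fluorescence polarization: 7 uM MLL-CXXC (stock) preincubated 5 min with compounds, then 50 nM fluorescein-HOX-A9 DNA (stock) added; 30 min ambient. Buffer 50 mM Tris-HCl pH 7.5, 50 mM NaCl, 1 mM DTT, 0.05% BSA.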
Menin-MLL TR inh = menin-MLL binding inhibition, Texas Red mutant peptide | O00255 | Menin + Texas Red MLL mutant peptide, fluorescence polarization | Potency, µM (highest dose often 61.6 µM), inactives show top-dose FP activity change, negative = inhibition, most hits filed as inhibitors | 270,000 tested, 0.23% active | AID 1768; active = well fitted inhibition curve with a large enough effect in the polarisation, with a control signal flat, not every such curve was filed as active; inconclusive = small, poorly fitted or top-dose-only effect, or effect the other way, or a change in a side signal; inactive = no such curve, though single readings can be large or run the other way; the % refers to the polarisation; note: potency is the fitted concentration of half-maximal effect; % of control where 0% means no effect; many of its hits are not listed in these tables
ASM inhibitor = inhibitors of human secretory acid sphingomyelinase. placental ASM, HMU-PC fluorogenic substrate, 60 min. Potency, µM (series often up to 57.5 µM), for the others: top-dose activity change, negative = inhibition, usual class: inhibitors. 340,000 tested, 0.006% active. AID 504937; note: potency is the fitted concentration of half-maximal effect
Target sequence (P17405 47-631 limits assumed): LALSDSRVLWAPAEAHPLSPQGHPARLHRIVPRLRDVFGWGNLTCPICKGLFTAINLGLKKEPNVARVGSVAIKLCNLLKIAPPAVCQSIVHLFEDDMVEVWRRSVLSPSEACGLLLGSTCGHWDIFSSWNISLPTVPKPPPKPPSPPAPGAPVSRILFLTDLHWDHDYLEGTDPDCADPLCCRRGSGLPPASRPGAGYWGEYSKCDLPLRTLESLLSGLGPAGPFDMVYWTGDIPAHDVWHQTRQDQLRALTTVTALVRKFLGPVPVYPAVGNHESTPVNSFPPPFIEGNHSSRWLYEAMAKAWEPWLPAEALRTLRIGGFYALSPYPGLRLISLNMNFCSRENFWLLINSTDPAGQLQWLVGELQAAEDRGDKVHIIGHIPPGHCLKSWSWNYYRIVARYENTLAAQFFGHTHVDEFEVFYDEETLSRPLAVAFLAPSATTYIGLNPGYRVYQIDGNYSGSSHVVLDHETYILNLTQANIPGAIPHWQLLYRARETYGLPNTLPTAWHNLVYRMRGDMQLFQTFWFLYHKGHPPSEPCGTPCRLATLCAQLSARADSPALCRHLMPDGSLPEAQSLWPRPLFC
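Human placenta-derived ASM preincubated with compound 10 min at room temperature, then reacted with 9 uM (final) fluorogenic HMU-PC substrate for 60 min at 37 C. Stop solution raises pH to 10; fluorescence read at Ex 386/Em 447 nm.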
TSHR antagonist = antagonists of human thyroid stimulating hormone receptor. TSHR-expressing cells, TSH-stimulated cAMP HTRF, 2 h; active compounds read low. 330,000 tested, 0.2% active. activity change, negative = inhibition, % at 11.5 µM. P16473;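 active = activity change below a set negative limit, meaning inhibition stronger than a set level, cut at about -70% in these data; inconclusive = activity change between two set negative limits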; note: % is set by controls: 0 for no effect and ±100 for the full control effect
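Read-out is FRET at 665 nm (cryptate excitation 337 nm) from a cryptate-tagged anti-cAMP antibody, competed by cell cAMP against cAMP-d2. Compounds are tested on freshly harvested TSHR cells challenged with 4nM TSH (EC80) for 2 hours at 37 deg C.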
TSG101-PTAP inh = blocks PTAP/TSG101 interaction to inhibit HIV-1 budding. 340,000 tested, under 10 active. Potency, µM (highest dose often 115 µM), without a hit: top-dose activity change, negative = inhibition, hits mostly inhibitors. Fluorescence polarization, FITC-PTAP peptide / Tsg101 binding. AID 493005. Q99816; active = well fitted inhibition curve with a large enough effect in the main read-out, with a control signal flat, not every such curve was filed as active; inconclusive = small, poorly fitted or top-dose-only effect, or effect the other way, or a change in a side signal; inactive = no such curve, though single readings can be large or run the other way; note: potency is the fitted concentration of half-maximal effect; % of control where 0% means no effect
Target sequence (Q99816 whole entry, looked up): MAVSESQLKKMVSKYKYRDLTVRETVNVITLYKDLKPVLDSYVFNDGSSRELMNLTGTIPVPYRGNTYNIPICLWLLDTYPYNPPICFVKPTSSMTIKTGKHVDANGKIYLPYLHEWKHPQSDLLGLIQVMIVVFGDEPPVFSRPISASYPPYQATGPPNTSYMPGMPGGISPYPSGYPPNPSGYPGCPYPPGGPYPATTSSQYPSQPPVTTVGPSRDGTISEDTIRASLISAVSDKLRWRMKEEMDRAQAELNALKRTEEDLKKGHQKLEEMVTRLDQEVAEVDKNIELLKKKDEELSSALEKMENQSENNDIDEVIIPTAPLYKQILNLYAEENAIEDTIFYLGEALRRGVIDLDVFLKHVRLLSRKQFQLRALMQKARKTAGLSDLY
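Compounds were pin-transferred onto Tsg101 binding domain (10 uM final) in HEPES pH 7.5 buffer, then FITC-PTAP peptide was added at 50 nM final. After 20 min at RT, polarization reported peptide displacement across a qHTS concentration series.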
MBNL1 CUG block = inhibitors of human MBNL1 binding to CUG repeat RNA; Q9NR56; Potency, µM (doses to about 57.5 µM), for inactives: top-dose activity change, negative = inhibition, most hits filed as inhibitors; TR-FRET MBNL1-His/biotin-(CUG)12 binding, 665/545 ratio; 280,000 tested, 0.036% active; active = well fitted inhibition curve with a large enough effect in the signal ratio, with a control signal flat, not every such curve was filed as active; inconclusive = small, poorly fitted or top-dose-only effect, or effect the other way, or a change in a side signal; inactive = no such curve, though single readings can be large or run the other way; the % refers to the signal ratio; note: potency is the fitted concentration of half-maximal effect; % is set by controls: 0 for no effect and ±100 for the full control effect
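Ratiometric TR-FRET (665 over 545 nm, excitation 340 nm) tracks disruption of MBNL1-His/biotin-(CUG)12 complex after 60 min at room temperature, with compounds at 92 nM to 58 uM final.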
AT treatment = potential ataxia-telangiectasia treatment; 320,000 tested, 0.19% active; Potency, µM (series often up to 57.5 µM), inactives show at the highest dose activation, usual class: activators; […] A-T fibroblasts, KAP-1 phosphorylation AlphaLISA; neocarzinostatin DNA damage 30 min before lysis; note: potency is the fitted concentration of half-maximal effect; % of control where 0% means no effect; nearly all actives have a fitted effect of over 45% in size
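hTERT-immortalized A-T patient fibroblasts ([…]), 500 cells/well in OPTI-MEM, 1% FBS, got compounds for 60 min, then NCS for 30 min at 37C. Lysates were then assayed for phospho-KAP-1 by AlphaLISA (anti-pKAP1 donor, anti-KAP1 acceptor beads), 6 hr at 25C.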
TCR act = activates T cell receptor signaling. primary human leukocytes, anti-CD3, IL-2 HTRF, 48 h. Potency, µM (doses to about 9.22 µM), for inactives: top-dose activation of IL-2 secretion, hits mostly activators. 330,000 tested, under 10 active. AID 504894; note: % of control where 0% means no effect
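Primary human leukocytes incubated 48 hr with anti-CD3 beads plus compound, without co-stimulation. Secreted IL-2 measured by HTRF (europium cryptate/d2 anti-IL-2 pair, 320 nm excitation, 665 nm emission).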
Mito fusion act = blocks mitochondrial division or promotes mitochondrial fusion; S. cerevisiae fusion-defective mutant growth rescue, CellTiterGlo 48 h; Potency, µM (series often up to 46.1 µM), for the others: at the top dose growth rescue (activation), hits mostly activators; 320,000 tested, 0.23% active;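 note: potency is the fitted concentration of half-maximal effect; % of control where 0% means no effect; nearly all actives have a fitted effect of over 45% in size; temperature-sensitive fusion mutants such as fzo1-1 at 37 °C on non-fermentable ethanol glycerol medium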
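Yeast fusion mutant, YPEG (non-fermentable carbon), compound, 48 h at 37C non-permissive; CellTiterGlo added, 10 min RT, luminescence read. Rescued growth = division inhibition.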
* hit, by the source's call; ? = inconclusive; . = no result given; & = joins results of further samples; [ ] = remark or other dose. Unless noted, calls come from the whole dose curve; as a rule, active = well fitted curve in the direction sought with a large enough effect; inconclusive = small, poorly fitted or top-dose-only effect, or another doubt; inactive = no such curve, though single readings can be large; an effect the other way counts as inactive or inconclusive. A portion of the library, so the mix of outcomes need not match the whole.

entry	structure	ASM inhibitor	TSG101-PTAP inh	Integrin act MD	Menin-MLL TR inh	CXXC DNA block	AT treatment	Mito fusion act	TCR act	MBNL1 CUG block	TSHR antagonist
1	OCC(CO)(CO)n1cnnn1	4%	-3%	-5%	8%	3%	-1%	0%	7%	-6%	2
2	CCCC(=O)N(CCN1CCOCC1)c1nc2c(OC)ccc(OC)c2s1	2%	-1%	37%	4%	4%	-1%	16%	2%	4%	3
3	CCN(CC)c1cc(C)c2ccccc2n1	74%[activator]	-2%	-7%	6%	-1%	0%	-2%	2%[46.1 µM]	-10%	-4
4	CCN(CC)CCN(C(=O)c1ccc2c(c1)OCCO2)c1nc2ccc(C)cc2s1	0%	-6%	?	.	29%	13%	-3%	-7%	-4%	4
5	N=c1c2c3c(sc2ncn1CCN1CCOCC1)CCCC3	6%	-3%	3%	-5%	1%	0%	1%	8%	-1%	-1
6	CCOC(=O)CC(NC(=O)c1cc2cccc(OC)c2oc1=O)c1ccc(OC)cc1 (stereo not drawn)	-4%	-3%	4%	1%	8%	3%	20%	-4%	?	4
7	CCC(Sc1nccn1C)C(=O)Nc1cccc2ccccc12 (stereo not drawn)	-3%	-6%	16%	-6%	-7%	-3%	0%	-1%[46.1 µM]	-4%	7
8	C=CC[C@@H](CC(=O)N(CCO)Cc1ccccc1)C(=O)N[C@H](COC(=O)[C@@H](CC=C)CC(=O)OC(C)(C)C)Cc1ccccc1	0%	-1%	-11%	.	.	9%	.	-3%	.	-9
9	CCOC(=O)c1c(C)[nH]c(C(=O)COC(=O)C2=NNC(=O)CC2)c1C	-2%	-5%	-13%	-6%	4%	0%	4%	-4%	1%	-2
10	Nc1c(Cl)ncnc1NCCc1ccc(O)cc1	1%	-4%	-43%	.	2%	4%	2%	9%	2%	-13
11	COc1ccc(Cn2c(C3CC3)nc3ccc(NC(=O)C4CC4)cc3c2=O)cc1	-26%	-3%	10%	0%	-5%	1%	7%	6%	-8%	2
12	O=CN1CC(=O)N(c2ccccc2)c2c([nH]c3ccccc23)C1	0%	-10%	-5%	5%	1%	1%	-1%	-7%	0%	8
13	Cc1ccc(NC(=O)Cn2c(=O)oc3ccccc32)cc1C	35%	-2%	-16%	-2%	-1%	0%	-1%	.	-2%	9
14	COc1ccc(S(=O)(=O)Nc2cccc(-n3cnnn3)c2)cc1OC	-2%	-4%	24%	4%	-5%	1%	4%	4%	0%	-6
15	CC(C)(C)OC(=O)C[C@@H]1C/C=C\C[C@@H](CC(=O)N[C@@H](CO)Cc2ccccc2)C(=O)N2CCC[C@H]2COC1=O	2%	2%	-4%	.	.	-6%	.	-5%	.	-9
16	CC(=O)Oc1ccc(-c2cccc(C(=O)NCC(=O)O)c2)cc1	4%	-7%	-10%	-20%	-3%	4%	2%	5%	-7%	4
17	CC(C)c1ccc(OCC(=O)Nc2ccccc2C(=O)N2CCOCC2)cc1	2%	-1%	-1%	.	14%	-2%	3%	-1%	-4%	12
18	COc1cccc2cc(C(=O)NCc3ccc(C)cc3)c(=O)oc12	-1%	0%	4%	13%	-3%	23%	2%	-10%	2%	7
19	Cc1ccc(N(CC(=O)O)S(C)(=O)=O)cc1Cl	3%	3%	-3%	-1%	0%	-5%	-2%	-1%	-9%	6
20	CC(=O)N1CC=CC1(C)C(=O)O (stereo not drawn)	-1%	-1%	8%	-3%&-2%	3%	-1%	-1%	2%	9%	2
21	CCCCNC(=O)Nc1nnc(-c2ccccc2)o1	1%	-5%	-5%	-12%	4%	-1%	-2%	3%	0%	3
22	O=C(N1CCN=C1SCc1cccnc1)C12CC3CC(CC(C3)C1)C2	-1%	-3%	-26%	?	26%	35%	3%	0%	-3%	-42
23	CCSc1nnc(NC(=O)C2Cc3ccccc3CN2C(=O)c2ccco2)s1 (stereo not drawn)	-1%	1%	4%	17%	2%	0%	3%	2%	-2%	-1
24	Cc1cccc(NC(=O)CSc2nc(COc3ccccc3)nc3ccccc23)c1C	-5%	-4%	-28%	-9%	15%	8%	5%	8%	-8%	7
25	CCCCN1CC(=O)N2[C@H](c3ccc(OC)cc3)[C@@H]3C(=O)N(CC)C(=O)[C@@H]3[C@]2(C)C1=O	5%	1%	13%	-9%	-2%	0%	3%	12%	-3%	35
26	Nc1nc(SCC(=O)NC2CCCC2)[nH]c(=O)c1-c1ccccc1	.	.	.	-7%	-4%	1%	0%	.	-4%	3
27	O=C(NC1CC(=O)N(c2ccccc2)C1)C(=O)c1c[nH]c2ccccc12 (stereo not drawn)	.	1%	30%	.	.	-5%	0%	-3%	.	1
28	O=C(O)C(=O)Nc1ccc(NC(=O)C(c2ccccc2)c2ccccc2)cc1	9%	-1%	4%	82%[activator]	-2%	11%	-27%	-4%	-10%	0
29	CCOC(=O)C(NCCc1ccccc1)(NC(C)=O)C(F)(F)F (stereo not drawn)	-1%	-2%	-13%	-1%	3%	0%	-2%	2%[46.1 µM]	-9%	3
30	CCN(CC)C(=O)[C@H]1C[C@H](CC(=O)NCCN2CCOCC2)C(=O)N2CCc3c([nH]c4ccc(Cl)cc34)[C@]12C	2%	-1%	-13%	.	.	-2%	.	0%[46.1 µM]	.	27
31	O=C(Cn1cnnn1)NCc1ccccc1	9%	-3%	-23%	-10%	16%	4%	3%	5%	-4%	-7
32	CCOc1ccc(Cl)cc1CNCCNCC(C)O (stereo not drawn)	1%	-6%	-38%	-29%	3%	-2%	-6%	-4%	-7%	15
33	Cc1ccc(-c2nn(-c3ccccc3)cc2/C=N/NC(=O)CSc2nnc(C)n2-c2ccccc2)cc1	-17%	-2%	-41%	3%	-7%	7%	9%	0%	-2%	-5
34	Cc1cc(C)cc(S(=O)(=O)c2cn(C)c3cc(N4CCN(C)CC4)c(F)cc3c2=O)c1	4%	-2%	11%	.	-7%	0%	0%	-1%	0%	15
35	COc1cccc(CN(C)C(=O)c2ccccc2Sc2ccccc2C#N)c1	3%	2%	-33%	.	15%	0%	-3%	3%	0%	2
36	COc1ccc(CNC(=O)CSc2nnc(C)n2-c2ccc(F)cc2)cc1	-1%	-2%	-10%	-1%	-6%	-3%	-10%	5%[46.1 µM]	3%[11.5 µM]	-3

Arranged by SMILES length (largest number first): 4 of the compounds above.
entry	structure	ASM inhibitor	TSG101-PTAP inh	Integrin act MD	Menin-MLL TR inh	CXXC DNA block	AT treatment	Mito fusion act	TCR act	MBNL1 CUG block	TSHR antagonist
34	Cc1cc(C)cc(S(=O)(=O)c2cn(C)c3cc(N4CCN(C)CC4)c(F)cc3c2=O)c1	4%	-2%	11%	.	-7%	0%	0%	-1%	0%	15
35	COc1cccc(CN(C)C(=O)c2ccccc2Sc2ccccc2C#N)c1	3%	2%	-33%	.	15%	0%	-3%	3%	0%	2
29	CCOC(=O)C(NCCc1ccccc1)(NC(C)=O)C(F)(F)F (stereo not drawn)	-1%	-2%	-13%	-1%	3%	0%	-2%	2%[46.1 µM]	-9%	3
31	O=C(Cn1cnnn1)NCc1ccccc1	9%	-3%	-23%	-10%	16%	4%	3%	5%	-4%	-7

The list goes on:
entry	structure	ASM inhibitor	TSG101-PTAP inh	Integrin act MD	Menin-MLL TR inh	CXXC DNA block	AT treatment	Mito fusion act	TCR act	MBNL1 CUG block	TSHR antagonist
37	CC(=O)OCCn1c(Br)nc2c1c(=O)[nH]c(=O)n2C	2%	-11%	-1%	0%	-11%	6%	-5%	4%	12%	4
38	CCOC(=O)c1n[nH]c2ccccc12	2%	-5%	-2%	6%	0%	0%	1%	-2%[46.1 µM]	7%	-1
39	O=C(CC(Cc1ccccc1)C(=O)O)Nc1ccc(F)cc1 (stereo not drawn)	5%	1%	1%	-5%	5%	0%	-2%	2%	-3%	-11
40	O=C(COC(=O)c1ccccc1)Nc1ccccc1N1CCOCC1	1%	-5%	15%	-17%	7%	.	0%	2%[46.1 µM]	17%	-12
